# All columns: NCI-60 one-dose screen, growth in % after 48 h at 10 µM unless noted; 100 = growth as untreated, 0 = no growth, -100 = all killed.
# SF-295: SF-295 CNS cancer cells. actives 5.6% (n = 79,000)
# HCT-116: HCT-116 colon cancer. actives 7.3% (n = 82,000). AID 1794798
# SW-620: SW-620 colon cancer; AID 1794795; actives 5.2% (n = 82,000)
# SNB-19: SNB-19 CNS cancer cells; actives 2.5% (n = 81,000); AID 1794751
# KM12: KM12 colon cancer cells; actives 5% (n = 82,000); AID 1794800
# HCC-2998: HCC-2998 colon cancer. actives 4.7% (n = 79,000). AID 1794799
# HCT-15: HCT-15 colon cancer; actives 5.2% (n = 82,000)
# SNB-75: SNB-75 CNS cancer; actives 5% (n = 79,000)
# SF-539: SF-539 CNS cancer | actives 6.8% (n = 81,000)
# * marks the source's active call; other numbers are inactive results; · = no result given; & = joins results of further samples. How the source made its calls: active means growth percent below 10; inactive means the rest.
SMILES,SF-295,HCT-116,SW-620,SNB-19,KM12,HCC-2998,HCT-15,SNB-75,SF-539
COc1cc(O)c2c(c1)[C@H]1O[C@@H]1C[C@H](O)[C@H](O)C(=O)/C=C\C[C@H](C)OC2=O,82,28,22,81,90,65,29,87,62
COC(=O)c1cc2n(n1)-c1ncc(Br)cc1Oc1ccccc1-2,101,80,98,99,104,100,91,86,90
NS(=O)(=O)c1ccc(Nc2nc(SCC(=O)c3ccc([N+](=O)[O-])cc3)nc3c2CCC3)cc1,100,101,100,98,101,111,97,104,102
Cn1ccnc1C(=O)/C=C/c1ccc(NC(=O)Nc2ccc(Cl)cc2)cc1,86,25,71,79,50,90,47,74,83
Cc1cc(=O)oc2c3c(ccc12)OC(N)=C(C#N)C3c1ccccc1 (stereo not given),90,100,109,89,111,115,108,96,88
C#C[C@]1(O)CC[C@H]2[C@@H]3CC=C4c5sc(N=C(N)N)nc5CC[C@]4(C)[C@H]3CC[C@@]21C,-56*,·,-47*,19,-29*,-16*,-61*,-61*,-81*
Cc1cccc(S(=O)C(c2ccccc2)c2ccccc2)c1 (stereo not given),107,97,93,104,99,·,95,87,106
Cn1ccnc1C(=O)/C=C/c1ccc(CNC(=O)c2ccc(F)cc2)cc1,49,13,9.4*,16,22,36,8.1*,61,-20*
NC(C(=O)O)(c1ccccc1)c1ccc(Cl)cc1 (stereo not given),95,85,96,97,105,100,97,96,97
CCOC(=O)c1sc(/N=C2\NC(=O)/C(=C3/C(=O)N(Cc4ccccc4)c4ccccc43)S2)nc1C,100,96,104,100,85,99,100,92,101
COc1cc(C2C3=C(COC3=O)N(CCO)c3cc4c(cc32)CCC4)cc(OC)c1OC (stereo not given),-24*,-35*,21,-13*,-17*,-32*,11,61,-30*
COc1ccc(/C=C/C(=O)c2nnn(-c3ccc(F)cc3)c2C)cc1,84,83,90,97,96,99,80,14,96
O=C1NN=C2CCCCCCC12 (stereo not given),110,114,103,103,107,114,104,99,98
C[C@]12C=CC(=O)C=C1CCC1C2[C@@H](O)C[C@@]2(C)C1CC[C@]2(O)C(=O)COP(=O)(O)O (stereo not given in full),108,102,99,96,106,104,111,117,104
CCC(CCN)(CCN)[N+](=O)[O-],100,103,95,116,100,101,99,99,93
CC(CCc1ccccn1)(CCc1ccccn1)C(=O)c1ccccc1,111,100,100,102,108,108,97,102,102
O=c1cc(CSc2nnc(SCc3cc(=O)oc4c3ccc3ccccc34)o2)c2ccc3ccccc3c2o1,96,104,98,107,98,101,104,93,101
COc1ccc(-c2csc(NC(=O)CN3CCN(c4cc(=O)n(-c5ccccc5)c5ccccc45)CC3)n2)cc1,77,71,99,76,94,103,82,91,91
CCCCCC(O)C1C(=O)OC(C)C(O)/C=C/C=C/C=C/C=C/C=C(\C)C(O)CC(O)CC(O)CC(O)CC(O)CC(O)CC1O (stereo not given),118,103,·,112,102,101,114,104,115
COc1ccccc1S(=O)Nc1ccccc1 (stereo not given),99,115,72,100,106,107,102,87,109
Cc1c(NC(=O)CSc2nc3sc4c(c3c(=O)n2-c2ccc(Cl)cc2)CCCC4)c(=O)n(-c2ccccc2)n1C,96,107,91,80,99,110,93,73,89
O=C(NC(=O)N1CCN(C(=O)NC(=O)c2ccc(Br)cc2)CC1)c1ccc(Br)cc1,82,95,104,94,107,99,104,·,98
CCCCC(CC)CCC(OC(=O)CSC#N)C(C)CC (stereo not given),92,98,104,109,103,106,118,102,112
CC(C)=CCCC1(C)C(/C=N/Nc2ccccc2)C(C#N)(C#N)C1(C#N)C#N (stereo not given),100,102,96,98,92,101,103,90,109
Oc1ccc(-c2[nH]c3ccccc3c2-c2nc3ccccc3o2)cc1,72,24,41,90,21,59,25,52,83
# The results go on.
SMILES,SF-295,HCT-116,SW-620,SNB-19,KM12,HCC-2998,HCT-15,SNB-75,SF-539
CN1CCN(Cc2ccc(NC(=O)c3cncc(C#Cc4cnc5ccc(OCC6COC6)nn45)c3)cc2C(F)(F)F)CC1,-94*,-79*,-30*,-45*,-74*,-77*,-33*,-98*,-88*
O=C1C(Cl)=C(NCCN2CCOCC2)C(=O)c2ncccc21,-40*,-52*,-29*,17,63,32,-38*,88,-86*
O=C(O)C(c1ccccc1)S(=O)(=O)C(C(=O)O)c1ccccc1 (stereo not given),98,100,114,103,105,104,101,96,87
CNC(=O)c1cc(-c2ccc(NC(=S)Nc3cccc(C(F)(F)F)c3)cc2)nc2cccnc12,93,103,97,95,99,116,98,91,100
O=C1C=CC(=O)N1c1cc(Cl)c(Cl)cc1Cl,98,90,110,108,106,103,113,82,109
CC12c3ccccc3C(C)(c3ccccc31)C(NS(=O)(=O)c1ccc(Cl)cc1Cl)C2O (stereo not given),92,83,96,95,89,102,89,79,104
Cn1c2c(c(=O)n(C)c1=O)NC1=C(C(=O)c3ccccc31)C1(C=C(O)c3ccccc31)N2 (stereo not given),122,78,87,94,75,77,89,139,93
c1ccc2c(c1)Nc1cc3ccccc3cc1O2,110,102,98,97,98,112,100,80,·
OC1(C2(O)CCCC2)CCCCC1,·,102,102,106,113,136,108,101,105
CCOC(=O)c1ccc(Nc2ncnc3ccc(NC(=O)c4cccs4)cc23)cc1,83,90,92,101,78,108,84,105,94
CNC(=O)c1cc(-c2ccc(NC(=O)Nc3ccc(N4CCN(C)CC4)c(C(F)(F)F)c3)cc2)nc2cccnc12,-94*,-98*,-81*,-79*,·,-95*,-80*,-83*,-89*
C=CCOc1ccc(N=NC(C#N)C#N)cc1,93,47,40,94,100,101,57,74,87
COc1cc(/C=C/c2cc(/C=C/c3ccc(O)c(OC)c3)n(C(=O)c3ccc(Cl)cc3)n2)ccc1O,48,1.0*,16,46,11,52,14,-2.9*,10
CN(C)S(=O)(=O)c1cccc(NC(=O)COC(=O)CCOc2ccccc2)c1,111,104,98,77,105,·,105,105,128
Cc1cc(C)nc(SCC(=O)Nc2cccc(N=Cc3c(O)ccc4ccccc34)c2)n1,104,86,96,104,93,104,101,87,95
O=C(Cn1c2ccccc2c2ccncc21)N/N=C/c1cccs1,110,75,96,99,100,92,97,101,99
c1ccc(Nc2ncc3c(n2)CCc2cnc(Nc4ccccc4)nc2-3)cc1,98,105,98,99,82,110,96,84,96
CCOC(=O)COc1c(C)cc(SSc2cc(C)c(OCC(=O)OCC)c(C)c2)cc1C,105,104,99,109,72,112,89,88,112
CC(C)CC(N)C(=O)NNc1n[nH]c(=S)n1N (stereo not given),97,99,96,101,102,99,98,89,102
Cc1ccccc1NCCO,118,98,108,106,101,·,99,92,96
NC(=O)C(CCCCN1CCCCC1)(c1ccccc1)c1ccccc1,·,107,111,115,115,90,117,79,110
NC(N)=NC(=O)c1nc(Cl)c(N)nc1N,97,101,110,102,92,107,106,62,104
Cn1c(O)c(N=NC(=O)c2cc(-c3ccccc3)on2)c2ccccc21,100,99,105,98,101,102,101,59,100
COC1=CC(c2ccc[nH]2)=N/C1=C\c1[nH]c(C)c(C(=O)CCCCC(=O)Nc2ccccc2)c1C,-2.6*,-100*,-88*,64,-3.1*,56,-3.4*,47,79
Cc1cccc(C)c1NC(=O)N/N=C/c1c[nH]c2ccccc12,93,95,107,97,95,98,89,92,95
# The results go on:
SMILES,SF-295,HCT-116,SW-620,SNB-19,KM12,HCC-2998,HCT-15,SNB-75,SF-539
CN(C)c1ncnc2c1ncn2-c1ccccc1,107,109,109,106,102,109,97,98,100
Cc1cc(=O)oc2cc(OCC(O)CNN3C(=O)c4cccc5c(NC6CCCCC6)ccc(c45)C3=O)ccc12 (stereo not given),98,101,101,96,96,116,92,91,95
Nc1ccc(C(=O)c2ccccc2)cc1,107,92,90,92,112,94,108,93,97
NC(=O)CC[n+]1ccccc1,98,115,100,106,107,99,102,97,95
Oc1ccc(Nc2nccc(-c3ccc4ccccc4c3)n2)cc1,61,23,32,51,27,60,17,36,37
CC1CCC(C(O)(C(=O)O)C2CCCCC2)CC1C (stereo not given),95,97,100,94,103,109,101,101,106
COc1cc2oc(C(=O)N[C@@H](Cc3ccccc3)C(=O)C(=O)NCc3ccccc3)c(C)c(=O)c2cc1O,103,88,102,95,97,100,99,67,93
COc1cccc(C2=NN3C(C2)c2ccccc2OC3c2ccc(/C=C3\SC(=S)N(C)C3=O)cc2)c1 (stereo not given),100,101,108,96,101,108,99,81,95
Nc1ccccc1SCc1cc2ccccc2[nH]c1=O,99,102,99,97,97,110,101,106,89
CCCCOC(=O)c1ccc(O)c(OC)c1,126,96,99,95,95,·,·,94,95
O=C(Nc1nc2ccc(C(F)(F)F)cc2s1)c1cc(Cl)ccc1O,-31*,4.8*,13,21,8.9*,11,7.6*,17,15
O=C(/C=C/c1cn(-c2ccccc2)nc1-c1ccc(Cl)cc1)NNC(=O)Nc1ccc(F)cc1,98,89,100,95,107,103,102,89,103
c1nc(C2OCCO2)sc1CN1CCOCC1,100,97,103,102,91,97,103,73,96
CCN1C(=S)N(c2ccccc2)C2N=C(SC)N(/N=C/C=C/c3ccccc3OC)C21 (stereo not given),106,104,105,86,96,140,91,107,103
COc1ccc(-c2nc(-c3cccs3)cn3cncc23)cc1,73,78,84,84,67,72,49,61,74
CSc1nnc(-c2ccc(NC(=O)c3cccnc3)cc2)n1N,108,105,103,97,101,121,106,99,97
O=[N+]([O-])c1cc(Cl)ccc1SSc1ccc(Cl)cc1[N+](=O)[O-],110,104,100,98,106,100,105,·,105
Cc1ccc([N+](=O)[O-])cc1S(=O)(=O)O,107&100,105&99,108&109,99&104,108&97,113&102,100&103,92,103&97
Cc1ccc(Cl)cc1NC(=O)Nc1nc2ccc([N+](=O)[O-])cc2s1,-45*,-38*,-22*,7.9*,-2.7*,-10*,-5.0*,-27*,-34*
Cc1cc(NCc2cc(Nc3ccnc4cc(Cl)ccc34)ccc2F)nc(N2CCN(C)CC2)n1,-61*,0.3*,0.1*,30,14,-35*,-43*,-51*,-75*
COc1cnc2c(c1)C(=O)c1c-2n(CCCN2CCC(O)CC2)c(=O)c2cc(Cl)ccc12,18,-60*,-32*,34,45,52,-71*,49,15
CCOC(=O)[C@@H]1CS[C@H]([C@@H](C)[C@H]2CC[C@H]3[C@@H]4CCC5=CC(=O)CC[C@]5(C)[C@H]4CC[C@]23C)N1,98,74,97,95,100,98,90,99,98
COc1cc(Cl)cc(-c2nn(C(=O)NS(=O)(=O)c3ccc(Cl)cc3)cc2-c2ccncc2)c1,91,95,114,97,93,99,98,-8.6*,40
Cc1ccc(Cl)c(-n2c(SCC(=O)Nc3ccc(S(=O)(=O)Nc4ncccn4)cc3)nc3ccccc3c2=O)c1,98,102,104,98,99,90,93,102,104
COc1ccc(N2C(=O)CCSC2=S)cc1,98,101,99,99,102,104,102,88,92

# 4 entries from above, sorted by SMILES length, highest first.
SMILES,SF-295,HCT-116,SW-620,SNB-19,KM12,HCC-2998,HCT-15,SNB-75,SF-539
CNC(=O)c1cc(-c2ccc(NC(=O)Nc3ccc(N4CCN(C)CC4)c(C(F)(F)F)c3)cc2)nc2cccnc12,-94*,-98*,-81*,-79*,·,-95*,-80*,-83*,-89*
COc1cc(O)c2c(c1)[C@H]1O[C@@H]1C[C@H](O)[C@H](O)C(=O)/C=C\C[C@H](C)OC2=O,82,28,22,81,90,65,29,87,62
Cc1cc(NCc2cc(Nc3ccnc4cc(Cl)ccc34)ccc2F)nc(N2CCN(C)CC2)n1,-61*,0.3*,0.1*,30,14,-35*,-43*,-51*,-75*
Cc1cccc(C)c1NC(=O)N/N=C/c1c[nH]c2ccccc12,93,95,107,97,95,98,89,92,95

# (listing goes on)
SMILES,SF-295,HCT-116,SW-620,SNB-19,KM12,HCC-2998,HCT-15,SNB-75,SF-539
CCN1C/C(=N\S(=O)(=O)c2ccccc2)N(CC)C1=S,103,92,107,98,103,98,101,91,102
O=CN1N=C(c2ccc(Nc3nc(NCCO)nc(NCCO)n3)cc2)CC1c1ccc(F)cc1 (stereo not given),91,85,105,96,101,94,99,99,92
CS(=O)(=O)c1nccc(-c2c(-c3cccc(OCCN4CCOCC4)c3)nc3sccn23)n1,104,78,98,83,97,101,82,76,81
O=C(Cn1nncc1CN1C(=O)CSC1=O)Nc1ccc([N+](=O)[O-])cc1,100,99,104,106,105,99,104,97,100
O=[N+]([O-])c1ccc2c(c1)-c1ccccc1C2,99,101,102,94,99,·,99,85,99
O=C(Cc1ccc(OCc2ccccc2)cc1)NCc1ccc2c(c1)OCO2,-17*,40,28,86,33,77,49,92,94
CCCOc1ccc(OCC(=O)c2ccccc2)cc1,106,108,114,103,108,118,105,108,129
CCc1ccc(NC(=O)N[C@@H](Cc2cc(F)cc(F)c2)C(=O)N[C@@H]2C(=O)N3CCC[C@H]3C(=O)N3CCO[C@H](C)[C@H]3C(=O)N[C@@H](CO)C(=O)N3C[C@H](C)C[C@H]3C(=O)O[C@H]2C)c(F)c1,13,12,36,27,40,26,16,20,40
COc1ccc(CSC(=S)N(C)C)cc1[N+](=O)[O-],·,99,·,101,106,105,110,95,108
Cc1nc(=S)c2cnn(-c3ccc([N+](=O)[O-])cc3)c2[nH]1,107,104,104,96,98,109,107,103,102
N#Cc1ccc(C(=O)NCCCNc2nccc(-n3ccc4cccnc43)n2)cc1,104,102,107,99,102,103,107,·,98
O=S(=O)(NCCCNc1nccc(-n2cnc3ccccc32)n1)c1cccc(F)c1,92,94,100,100,87,117,90,70,91
CCOC(=O)c1c(C)nc(Nc2nc3ccccc3o2)nc1-c1ccc(Cl)cc1Cl,·,97,112,91,102,101,98,85,104

# Retrieved one by one from the entries so far:
SMILES,SF-295,HCT-116,SW-620,SNB-19,KM12,HCC-2998,HCT-15,SNB-75,SF-539
COc1cc(C2C3=C(COC3=O)N(CCO)c3cc4c(cc32)CCC4)cc(OC)c1OC (stereo not given),-24*,-35*,21,-13*,-17*,-32*,11,61,-30*
COc1ccccc1S(=O)Nc1ccccc1 (stereo not given),99,115,72,100,106,107,102,87,109
CC(C)CC(N)C(=O)NNc1n[nH]c(=S)n1N (stereo not given),97,99,96,101,102,99,98,89,102
COc1cc(O)c2c(c1)[C@H]1O[C@@H]1C[C@H](O)[C@H](O)C(=O)/C=C\C[C@H](C)OC2=O,82,28,22,81,90,65,29,87,62
CC(C)=CCCC1(C)C(/C=N/Nc2ccccc2)C(C#N)(C#N)C1(C#N)C#N (stereo not given),100,102,96,98,92,101,103,90,109
